USP7 block = inhibitors of human USP7 deubiquitinase. Ubiquitin carboxyl-terminal hydrolase 7 (Homo sapiens), Q93009. purified USP7, Ub-rhodamine cleavage fluorescence. inhibition, % at 20 µM. 47,000 compounds, 0.3% hits. AID 1645854, 2021
OTUD3 inh = inhibitors of human OTUD3 deubiquitinase; OTU domain-containing protein 3 (Homo sapiens), Q5T2D3; purified OTUD3, Ub-rhodamine fluorescence, 2 h; 47,000 compounds, 0.7% hits; inhibition, % at 25 µM
USP28 inh = inhibitors of human USP28 deubiquitinase; Ubiquitin carboxyl-terminal hydrolase 28 (Homo sapiens), Q96RU2; purified USP28, Ub-rhodamine cleavage fluorescence, 30 min; inhibition, % at 25 µM; 47,000 compounds, 3% hits
USP8 block = inhibitors of human USP8 deubiquitinase. Ubiquitin carboxyl-terminal hydrolase 8 (Homo sapiens), P40818. AID 1645853, 2021. 47,000 compounds, 4.2% hits. purified USP8, Ub-rhodamine cleavage fluorescence, 30 min. inhibition, % at 20 µM
Target sequence (P40818 whole entry, looked up): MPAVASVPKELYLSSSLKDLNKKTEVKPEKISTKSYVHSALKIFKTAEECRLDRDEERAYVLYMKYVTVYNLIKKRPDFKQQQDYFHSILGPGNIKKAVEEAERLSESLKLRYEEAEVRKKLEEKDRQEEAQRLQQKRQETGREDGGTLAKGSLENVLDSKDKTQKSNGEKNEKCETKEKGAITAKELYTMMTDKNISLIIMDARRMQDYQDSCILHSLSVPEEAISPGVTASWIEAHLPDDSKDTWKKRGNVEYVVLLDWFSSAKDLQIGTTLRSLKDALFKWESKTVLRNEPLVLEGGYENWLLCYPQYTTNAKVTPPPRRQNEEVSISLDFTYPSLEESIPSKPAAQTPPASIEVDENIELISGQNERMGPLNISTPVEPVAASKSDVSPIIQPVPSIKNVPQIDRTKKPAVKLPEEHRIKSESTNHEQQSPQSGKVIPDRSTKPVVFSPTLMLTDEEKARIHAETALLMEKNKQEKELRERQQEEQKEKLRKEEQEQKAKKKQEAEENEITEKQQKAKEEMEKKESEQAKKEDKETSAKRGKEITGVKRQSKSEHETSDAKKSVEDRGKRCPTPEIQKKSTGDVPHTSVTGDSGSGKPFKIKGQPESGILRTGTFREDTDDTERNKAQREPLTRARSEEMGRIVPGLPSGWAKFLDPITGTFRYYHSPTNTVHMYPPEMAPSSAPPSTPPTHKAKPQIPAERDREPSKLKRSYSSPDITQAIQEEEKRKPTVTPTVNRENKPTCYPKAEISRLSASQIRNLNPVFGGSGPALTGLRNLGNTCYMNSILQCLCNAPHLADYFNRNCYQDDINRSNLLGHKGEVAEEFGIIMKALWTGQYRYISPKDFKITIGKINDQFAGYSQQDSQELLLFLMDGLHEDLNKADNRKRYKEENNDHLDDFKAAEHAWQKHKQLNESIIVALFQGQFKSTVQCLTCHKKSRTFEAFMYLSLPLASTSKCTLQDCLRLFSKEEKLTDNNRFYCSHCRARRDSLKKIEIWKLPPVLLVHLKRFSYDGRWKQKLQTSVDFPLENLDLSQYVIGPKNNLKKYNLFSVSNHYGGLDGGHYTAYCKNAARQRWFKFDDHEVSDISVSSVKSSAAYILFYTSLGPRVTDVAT
USP30 block = inhibitors of human USP30 deubiquitinase; Ubiquitin carboxyl-terminal hydrolase 30 (Homo sapiens), Q70CQ3; purified USP30, Ub-rhodamine cleavage fluorescence; inhibition, % at 25 µM; 47,000 compounds, 5.3% hits
UCHL1 block = inhibitors of human UCHL1 deubiquitinase; purified UCHL1, Ub-rhodamine cleavage fluorescence; inhibition, % at 20 µM; 47,000 compounds, 0.2% hits
USP17 inh = inhibitors of human USP17 deubiquitinase; inhibition, % at 50 µM; Ubiquitin carboxyl-terminal hydrolase 17-like protein 5 (Homo sapiens), A8MUK1; purified USP17, Ub-rhodamine cleavage fluorescence, 3 h; 47,000 compounds, 6.5% hits
USP10 inh = inhibitors of human USP10 deubiquitinase; Ubiquitin carboxyl-terminal hydrolase 10 (Homo sapiens), Q14694; purified USP10, Ub-rhodamine fluorescence, 60 min; inhibition, % at 20 µM; 47,000 compounds, 1.1% hits
* hit, by the source's call; i = inactive; x = not tested or not shown. Rule as the data show it: active = inhibition above about 30%; inactive = the rest.

SMILES	USP7 block	OTUD3 inh	USP28 inh	USP8 block	USP30 block	UCHL1 block	USP17 inh	USP10 inh
OC(CN1CCc2ccccc2C1)c1ccccc1 (stereo not drawn)	-2	2	-4	-7	-20	-2	0	-2
O=c1cc(C(F)(F)F)c2sc(N3CCCC3)nc2[nH]1	-52	-109	-141	-14	-450	-17	-164	-10
Cc1cc(C)c2c(-n3cccc3)nn(CC(=O)N3CCN(Cc4ccccc4)CC3)c2n1	-6	-9	-23	-5	-36	-1	-17	-2
CCC1OC(=O)C(CO)C(OC2CC(C)(OC)C(O)C(C)O2)C(C)C(OC2OC(C)CC(N(C)C)C2O)C(C)(O)CC(C)C(=O)C(C)C(O)C1C (stereo not drawn)	-1	-5	-11	-1	-5	0	-8	-1
CC(C)[C@@H](C(=O)Nc1ccc2c(c1)OCCO2)n1c(=O)[nH]c2ccccc2c1=O	2	0	5	9	14	2	4	5
Cc1c(C(=O)NC2CCCCC2)oc2ccc3c(c12)C(O)CC1(CCCCC1)O3 (stereo not drawn)	9	4	15	-23	9	7	5	6
c1cc(-c2nnc(-c3cnc4onc(C5CC5)c4c3)o2)c2cccnc2c1	-11	-39	-15	-25	-185	-13	-8	-5
Cc1ccc(Cn2nc(C)c(C(=O)N3CCN(CCO)CC3)c2Cl)cc1	-10	-13	-10	-13	-36	-2	-15	-6
CCN1C(=O)C2CN(C(=O)c3cc(-c4ccncc4)nc4ccccc34)CCN2C1=O (stereo not drawn)	5	6	-2	9	1	-1	3	-1
C/C=C/C=C/C=C/C(=O)O[C@@H]1C=C2COC(=O)[C@]2(O)[C@@]2(C)CCCC(C)(C)C12 (stereo partly drawn)	0	-12	-7	-27	-22	-6	-29	-7
O=C(/C=C/c1ccccc1)Nc1cnc(N2CCOCC2)nc1	-16	-8	x	-16	x	-3	-8	-6
CCn1nnc2c(N3CCN(C(c4ccccc4)c4ccccc4)CC3)ncnc21	11	6	13	-5	10	4	-2	3
COc1ccc(-c2noc(-c3c(O)c4cnn(Cc5ccccc5)c4[nH]c3=O)n2)cc1	0	-10	-16	6	-6	-2	-2	0
Cc1cnc(C(=O)N2CCCC(c3ncc(Cc4ccccc4)o3)C2)cn1 (stereo not drawn)	-3	2	x	-6	x	0	0	1
CCc1nc(-c2csc(S(=O)(=O)Nc3ccccc3C)c2)no1	1	0	-5	-2	-7	1	0	6
Cc1oc(CNS(=O)(=O)c2cc(Cl)cc(Cl)c2)nc1C(=O)N1CCCC1	0	4	-6	-2	-15	0	0	-2
O=C(c1ccc(F)cc1)N1CCCN(c2cc(-c3ccccc3)[nH]n2)CC1	-10	-13	-23	-61	-43	-3	-37	-6
CCOC(=O)c1noc2ncnc(Nc3ccc4c(c3)OCCO4)c12	7	9	7	20	23	2	17	3
O=C(Cn1cnc(-c2noc(-c3cccc(F)c3)n2)c1)N1CCN(c2ccccc2)CC1	-3	3	-1	-1	8	0	-2	5
O=C(NC1CCCCCC1)C1CCCN(C(=O)c2cc(-c3cccnc3)n[nH]2)C1 (stereo not drawn)	2	13	7	4	-7	-2	10	0

Next section (two carried over from the part before).
SMILES	USP7 block	OTUD3 inh	USP28 inh	USP8 block	USP30 block	UCHL1 block	USP17 inh	USP10 inh
O=C(Cn1cnc(-c2noc(-c3cccc(F)c3)n2)c1)N1CCN(c2ccccc2)CC1	-3	3	-1	-1	8	0	-2	5
O=C(NC1CCCCCC1)C1CCCN(C(=O)c2cc(-c3cccnc3)n[nH]2)C1 (stereo not drawn)	2	13	7	4	-7	-2	10	0
CCn1c(CSc2nc3ccccc3c(=O)n2-c2ccc(OC)c(OC)c2)nc2cc(C(=O)O)ccc21	2	1	9	-83	2	-3	-2	3
Cc1ccc(C(=O)N2CC(C(=O)NCCc3ccncc3)C3(CCOCC3)C2)cc1C (stereo not drawn)	5	4	5	0	5	6	0	-1
Cc1ccccc1CNC(=O)N1CC[C@@H]2CN(Cc3cccnc3)S(=O)(=O)[C@@H]2CC1	-8	-5	-6	1	-16	-5	-7	0
COc1ccccc1CN1CCC([C@@H]2C[C@H](C(F)(F)F)n3ncnc3N2)CC1	6	5	8	15	31*	1	11	1
O=C(NCCc1ccc(F)cc1)c1ccc(S(=O)(=O)Nc2ccccc2F)cc1	0	25	-13	-5	4	0	13	5
COc1ccccc1N1CCN(c2ncc(C(=O)Nc3cc(OC)c(OC)c(OC)c3)c3ccccc23)CC1	7	-26	-16	-4	-29	6	-17	-3
O=C(C1CCCC1)N(c1cccc(Cl)c1)c1nc2ccccc2s1	7	18	25	23	20	8	x	7
COc1cc(NC(=O)c2ncoc2-c2cccs2)cc(OC)c1	5	-8	4	-3	-22	6	-22	8
Cn1ccc(C(=O)N2CCCC3(COCCN(c4cccnc4)C3)C2)n1 (stereo not drawn)	1	0	-8	-30	0	-1	-6	-5
Cc1ccc(Cn2c(=O)c3ncccc3n(CC(=O)OCc3ccccc3)c2=O)cc1	-12	5	10	-7	22	4	12	1
Cc1ccccc1[C@H]1C[C@@H](O)[C@@H](O)[C@@H]1NC(=O)C1CCC1	-3	0	5	9	11	0	14	2
O=C(O)CCNC(=O)/C(=C\c1ccc(Cl)cc1)NC(=O)c1ccco1	3	11	2	24	12	-1	15	0
Cc1ccc(CC(=O)N2CCCC(c3[nH]nc4nccnc34)C2)cc1 (stereo not drawn)	-1	5	0	12	10	0	7	0
O=C(Nc1nccnc1C(=O)N1CCN(c2ccccc2)CC1)c1ccccc1	0	4	-11	-33	11	0	-23	0
O=C(c1ccco1)N1CCN(c2nnnn2-c2ccccc2)CC1	-7	9	11	15	28	1	14	0
CC(C)(C)C(=O)Cn1c(=O)n(Cc2ccco2)c(=O)c2ccccc21	-14	0	-5	0	2	0	-6	2
COc1ccccc1C(=O)N1CCCC(c2[nH]nc3nccnc23)C1 (stereo not drawn)	2	7	8	22	13	1	12	-3
O=C(Nc1ccc(F)cc1)c1cn(-c2cc(N3CCOCC3)ncn2)cn1	1	7	7	3	0	0	8	-2
COC1/C=C/OC2(C)Oc3c(C)c(O)c4c(c3C2=O)C(=O)C=C(NC(=O)/C(C)=C\C=C\C(C)C(O)C(C)C(O)C(C)C(OC(C)=O)C1C)C4=O (stereo not drawn)	-4	4	9	-9	-61	-1	64*	-11
Cc1ccccc1CN1C[C@H]2CN(C(=O)c3cscn3)C[C@H]21	1	6	2	-4	18	0	5	0
Cn1cccc1C(=O)N1CCC(Oc2cc(N3CCCC3)ncn2)C1 (stereo not drawn)	-1	-2	-7	1	2	-2	-4	-2
Cc1ccc(C)c(N(C)C(=O)c2cccc3c2SCCC3=O)c1	-3	14	15	20	24	0	16	0
COc1ccc(Nc2ncnc3c2nnn3C)cc1OC	0	1	-4	3	-2	-1	x	4
CC(C)(C)N=C1Nc2ncccc2NC12CCN(C(=O)Nc1cc(F)cc(F)c1)C2 (stereo not drawn)	-2	-1	-43	6	-95	1	-10	-4
Cn1c(CCNC(=O)Cc2cccc(Cl)c2)nc2cccnc21	-85	-163	-234	-127	i	-84	-172	-3
O=C(COc1ccc(N2CC(C(=O)NCc3ccccc3)CC2=O)cc1)Nc1ccccc1Cl (stereo not drawn)	26	13	12	59*	52*	0	56*	49*
CCNC(=O)c1cccc(Nc2c(-c3ccc(Cl)cc3)nc3cnccn23)c1	-14	-11	-14	-17	-64	2	-21	-1
CN1CC=CCC2(CN(Cc3cc4ccccc4nc3N(C)C)CCO2)C1=O (stereo not drawn)	2	-2	-7	-1	-7	-2	-8	-2
Cc1c(Cl)cccc1NC(=O)CN1CCN(Cc2ccc(F)cc2Cl)S1(=O)=O	6	3	0	8	19	4	11	4
N#Cc1cccc(NC(=O)Nc2cccn(Cc3ccccc3F)c2=O)c1	-63	84*	82*	94*	27	35*	85*	71*
Cc1ccc(NS(=O)(=O)c2cc3n(c2)CCCN(C)C3=O)cc1C	2	-3	-6	8	0	1	-8	-2
Cc1ccc(S(=O)(=O)N[C@@H](Cc2ccccc2)C(=O)N2CCC(C(=O)NCC(=O)O)CC2)cc1	-7	-2	-6	-1	-5	-3	-1	0
CC(C)n1cnc(-c2cc(C(=O)N3CCCN(C)CC3)c3ccccn23)c1	-6	-43	-53	-229	-208	-5	-70	-6
O=C(Nc1c2c(nn1-c1cccc(Cl)c1)CS(=O)(=O)C2)c1ccco1	-5	-8	-6	-5	-15	-3	0	0
COc1cccc(S(=O)(=O)NC2CCN(c3ccccc3)C2=O)c1 (stereo not drawn)	5	5	7	2	-4	0	1	1
O=C(Cc1cc(-c2ccc(F)cc2)on1)NCc1ccc(Cl)cc1	-3	-2	-6	11	-4	0	0	5
CC(=O)Nc1nsc(N2CCC(C(=O)N3CCN(c4ccccc4F)CC3)CC2)n1	4	7	3	2	18	2	5	2
O=C(c1ccc(C(F)(F)F)nc1)N1CCc2nc3ccncc3cc2C1	-2	-19	-18	-19	-122	-4	-50	-13
COc1cccc(C2CC(=O)Nc3n[nH]c(C)c32)c1OCc1ccccc1F (stereo not drawn)	-14	-4	-3	-2	-3	0	2	3
CCNc1cc(N2CCCC(CCC(=O)Nc3cccc(C)c3C)C2)ncn1 (stereo not drawn)	-8	6	1	-182	-3	0	-18	-6
CCc1ccccc1N(CC(=O)NC1CCCCC1)C(=O)CCC(=O)Nc1ccccn1	-5	12	8	12	25	2	4	2
Cc1nc2ccccc2cc1C(=O)N(C)Cc1ccccc1	0	-6	-5	2	-28	0	-8	0
CCCOc1ccc(NC(=O)c2ccc(Br)cc2)c2cccnc12	4	-12	-10	14	0	-2	1	1
Cc1cc(C)n(C(C)CC(=O)N2CCc3ccccc32)n1 (stereo not drawn)	-3	0	0	0	4	0	-1	-1
Cc1ccc(Cn2cc(C(=O)O)c(S(=O)(=O)N3CCOCC3)n2)cc1	6	11	0	-195	9	3	-23	0
O=C(c1ccccc1F)N1CCC(c2[nH]nc3nccnc23)CC1	8	15	19	1	35*	3	17	4
C/C(=C\CO)CC/C=C(\C)C(=O)O	5	4	3	2	24	-1	8	2
Cc1cc(N2CCCC2c2cnc(-c3ncc[nH]3)cn2)ncn1 (stereo not drawn)	0	14	14	21	9	0	8	-2
CC(C)C(=O)N1CCc2cc(-c3csc(NC(=O)CN4CCCC4)n3)ccc21	-12	-16	-18	-42	-77	-6	-2	-5
Fc1ccc(CSc2ccc3nnc(-c4cccnc4)n3n2)cc1	0	0	0	-9	5	-1	-1	0
O=C(COCC1CCCO1)N1Cc2ccccc2OC2(CCOCC2)C1 (stereo not drawn)	3	6	3	20	14	-1	8	0
Cc1ccc(C(=O)Nc2nc(C)cc(C)c2-c2noc(C)n2)cc1	0	-10	-1	-1	-9	-3	-2	-3
Cc1nc2cc3c(cc2n1CC(=O)NCCc1ccccc1)OCCO3	0	-2	-1	0	-6	1	1	1
c1csc(Cn2cccc2)c1	x	-7	-6	-20	-49	-1	-10	-6
O=c1cc(-c2cncc(-c3cc4ccccc4o3)c2)nc(-c2ccccc2)[nH]1	4	0	-2	4	7	-1	5	1
Cc1cc(C)nc(Nc2ccc(C3CCN(C(=O)c4cc5ccc(F)cc5[nH]4)CC3)nc2)n1	8	-27	-11	-3	-9	6	-14	1

Compounds listed so far containing a Cl atom, in the order listed:
SMILES	USP7 block	OTUD3 inh	USP28 inh	USP8 block	USP30 block	UCHL1 block	USP17 inh	USP10 inh
Cc1ccc(Cn2nc(C)c(C(=O)N3CCN(CCO)CC3)c2Cl)cc1	-10	-13	-10	-13	-36	-2	-15	-6
Cc1oc(CNS(=O)(=O)c2cc(Cl)cc(Cl)c2)nc1C(=O)N1CCCC1	0	4	-6	-2	-15	0	0	-2
O=C(C1CCCC1)N(c1cccc(Cl)c1)c1nc2ccccc2s1	7	18	25	23	20	8	x	7
O=C(O)CCNC(=O)/C(=C\c1ccc(Cl)cc1)NC(=O)c1ccco1	3	11	2	24	12	-1	15	0
Cn1c(CCNC(=O)Cc2cccc(Cl)c2)nc2cccnc21	-85	-163	-234	-127	i	-84	-172	-3
O=C(COc1ccc(N2CC(C(=O)NCc3ccccc3)CC2=O)cc1)Nc1ccccc1Cl (stereo not drawn)	26	13	12	59*	52*	0	56*	49*
CCNC(=O)c1cccc(Nc2c(-c3ccc(Cl)cc3)nc3cnccn23)c1	-14	-11	-14	-17	-64	2	-21	-1
Cc1c(Cl)cccc1NC(=O)CN1CCN(Cc2ccc(F)cc2Cl)S1(=O)=O	6	3	0	8	19	4	11	4
O=C(Nc1c2c(nn1-c1cccc(Cl)c1)CS(=O)(=O)C2)c1ccco1	-5	-8	-6	-5	-15	-3	0	0
O=C(Cc1cc(-c2ccc(F)cc2)on1)NCc1ccc(Cl)cc1	-3	-2	-6	11	-4	0	0	5

Screens deposited in PubChem by Dana-Farber Cancer Institute and Novartis Institutes for BioMedical Research (Cambridge, Mass).

Random draw from the library; about 14% have a hit in one of these screens.
